# ASAP1 GAP inh: inhibitors of human ASAP1 ArfGAP activity; 0.19% of 360,000 active; ASAP1-stimulated ARF1 GTP hydrolysis, GDP FP detection; inhibition, % at 16.5 µM; in the data active = inhibition above about 25%;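 also: 0% = vehicle with enzyme and substrate and 100% = no enzyme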
# Target sequence (Q9ULH1 325-724 limits assumed): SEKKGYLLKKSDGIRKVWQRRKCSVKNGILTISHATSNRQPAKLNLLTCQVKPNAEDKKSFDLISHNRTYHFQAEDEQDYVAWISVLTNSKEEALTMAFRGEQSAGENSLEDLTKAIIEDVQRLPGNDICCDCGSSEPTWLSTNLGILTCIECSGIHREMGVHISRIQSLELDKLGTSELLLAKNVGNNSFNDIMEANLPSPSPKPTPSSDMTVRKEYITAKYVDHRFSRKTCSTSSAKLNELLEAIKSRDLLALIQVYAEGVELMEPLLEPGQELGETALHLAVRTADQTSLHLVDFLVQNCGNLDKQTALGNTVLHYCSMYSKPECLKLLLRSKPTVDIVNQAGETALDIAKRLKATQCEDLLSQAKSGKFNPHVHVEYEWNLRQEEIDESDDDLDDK
# ARFGAP1 inh: inhibitors of rat ARFGAP1 | Q62848 | Arfgap1-stimulated ARF1 GTP hydrolysis, GDP FP detection | inhibition, % at 16.5 µM | 0.26% of 360,000 active;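 active = inhibition above a per-plate limit, mean inhibition of low control wells plus 3 SD, cut at about 25% in these data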;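 also: 0% = DMSO wells with enzyme and 100% = wells lacking Arfgap1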
# Target sequence (Q62848 1-136 limits assumed): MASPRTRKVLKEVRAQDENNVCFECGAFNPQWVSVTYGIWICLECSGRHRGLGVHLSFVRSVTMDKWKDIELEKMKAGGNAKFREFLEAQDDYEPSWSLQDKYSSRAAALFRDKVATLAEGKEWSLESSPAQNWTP
#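 Material: rat Arfgap1 catalytic domain, aa 1-136; also added: human ARF1(Δ1-17)-GTP substrate; compound dosing: one concentration, 16.5 µM, DMSO 1.26%; incubation: GTP hydrolysis reaction 2 h at 25 °C; measured by: Tracer-displacement fluorescence polarization with EDTA stop, 620/688 nm; evaluation: % inhibition from polarization; repeats: one replicate per compound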
# Tn6 DDE FP: disrupts Tn6 cyclic peptide binding to fibrin D-Dimer-E complex; inhibition, % at 8.3 µM; AID 720509; 0.21% of 370,000 active; Fibrin DD(E) TRITC-Tn6 fluorescence polarization displacement;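 active = inhibition above a per-campaign cutoff: mean of compounds within control limits plus 3 SD, cut at about 15% in these data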;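 also: 0% = median of all compound wells on the plate and 100% = blocking peptide control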
# MBD2 DNA inh: blocks human MBD2 binding to methylated DNA. Q9UBB5. TR-FRET, MBD2 binding to methylated oligonucleotide. inhibition, % at 4.4 µM. 0.31% of 370,000 active. AID 686964; in the data active = inhibition above about 13%
# UHRF1 binding: blocks human UHRF1 binding to methylated DNA; Q96T88; UHRF1 binding to methylated oligo, TR-FRET; inhibition, % at 4.4 µM; 0.75% of 370,000 active; in the data active = inhibition above about 21%;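 also: UHRF1 SRA domain binding a hemimethylated CpG hairpin DNA probe; 0% = median of test compound wells and 100% = reference inhibitor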
# ADAM17 inh: inhibitors of human ADAM17; P78536; recombinant ADAM17, EDANS/DABCYL FRET peptide cleavage; inhibition, % at 6.95 µM; 0.83% of 370,000 active; AID 720648;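 active = inhibition above the mean of compounds lying between control limits plus 3 SD, set per campaign, cut at about 8.5% in these data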;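 also: 0% = DMSO-only wells as the low control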
# PLC-gamma1 inh: inhibitors of human phospholipase C gamma1. P19174. purified PLC-gamma1, fluorogenic substrate, fluorescence. inhibition, % at 12.2 µM. 0.84% of 370,000 active; in the data active = inhibition above about 9.5%
# proKLK7 act: activates the human kallikrein-7 zymogen. purified proKLK7, EDANS-DABCYL substrate fluorescence; 100% is mature enzyme control, 0% vehicle. P49862. 0.9% of 370,000 active. activation, % at 7 µM. AID 652039;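 active = activation above the mean of all tested compounds plus 3 SD, computed per campaign excluding outliers beyond control limits, cut at about 13% in these data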
# Target sequence (P49862 whole entry, looked up): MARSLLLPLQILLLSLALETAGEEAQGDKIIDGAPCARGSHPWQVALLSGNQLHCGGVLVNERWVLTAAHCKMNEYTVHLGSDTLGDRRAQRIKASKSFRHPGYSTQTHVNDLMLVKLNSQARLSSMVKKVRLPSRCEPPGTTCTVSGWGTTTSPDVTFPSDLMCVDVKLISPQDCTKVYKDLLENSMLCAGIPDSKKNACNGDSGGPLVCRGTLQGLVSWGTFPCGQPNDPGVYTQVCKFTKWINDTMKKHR
# PLC-beta3 inh: PLC-beta3 (human) inhibition, primary screen. Q01970. Purified PLC-beta3, fluorogenic substrate, fluorescence. inhibition, % at 12.2 µM. 0.18% of 370,000 active. AID 720704; in the data active = inhibition above about 11%;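 also: 0% = median of compound wells on plate and 100% = full blocker control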
# DDE Tn7 FP inh: disrupts Tn7 cyclic peptide binding to fibrin D-Dimer-E complex | P02675 | FP displacement of FITC-Tn7 peptide from fibrin DD(E); 0% = median of compound wells per plate | inhibition, % at 8.3 µM | 0.13% of 370,000 active | AID 720508;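 active = inhibition above the mean of compounds falling within the control limits plus 3 SD of them, cut at about 14% in these data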;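 also: 0% = plate median of compound wells and 100% = 10 µM Aha-Tn7 peptide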
#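 Assay system: Human clot-derived fibrin DD(E) complex | Buffer or medium: Tris/NaCl/CaCl2 buffer, pH 7.8 | Repeats: One replicate per compound | Benchmarks: Aha-Tn7 high control | Measure: % inhibition scaled between sample-field median and high-control FP | Schedule: 10 min plus 3 h, room temperature | Signal: Fluorescence polarization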
# * = called active by the depositor; . = no result given.
SMILES,ASAP1 GAP inh,ARFGAP1 inh,Tn6 DDE FP,MBD2 DNA inh,UHRF1 binding,ADAM17 inh,PLC-gamma1 inh,proKLK7 act,PLC-beta3 inh,DDE Tn7 FP inh
O=C(Nc1ccc2c(c1)OCO2)C1CCN(C(=O)c2ccc(Cl)cc2)CC1,7,12,-2,3,2,-1,1,0.1,-2,2
CC(C)(C)S(=O)N1Cc2cc(C(=O)NCC(F)(F)F)nc(-c3cccc(-c4cccc(F)c4)c3)c2[C@H]1CCO (stereo not given in full),15,1,6,-5,-1,10*,3,0.4,0,-1
CC(=O)NC12CC3CC(C1)CC(C(=O)N1CCN(S(=O)(=O)c4cccc(F)c4)CC1)(C3)C2,-5,0,6,0,-3,0,1,-0.5,-5,0
Cc1cc2c(Nc3ccc(C(=O)O)cc3)ncnc2s1,0,2,-6,1,2,-2,-11,-0.2,-12,-6
Nc1c(C(=O)c2cccs2)oc2ccccc12,6,10,4,-4,0,0,-30,0.0,-34,6
Cc1c(C#N)c(N=CN(C)C)c(C(=O)c2ccc(Br)cc2)n1-c1ccccc1,0,10,-7,1,0,3,4,0.8,2,-4
Cn1c(=O)c(=O)n(C)c2cc(S(=O)(=O)NCCOc3ccccc3Cl)ccc21,10,22,1,2,2,-1,0,0.5,-1,-8
O=C(O)CSCc1cn2cc(Cl)ccc2n1,-5,-5,4,-1,0,-6,-2,-0.3,-3,0
O=C(CSc1nnc(-c2ccncc2)n1-c1ccccc1)Nc1cccc2ccccc12,.,.,-1,-5,0,2,1,0.5,4,-6
CC(C)Oc1ccc(/C=N/NC(=O)c2nnn(-c3nonc3N)c2CN(C)C2CCCCC2)cc1,-6,7,5,1,-1,-2,1,0.1,3,-1
CCN(CC(=O)Nc1ccc(C)c(F)c1)CC(=O)NC(C)(C)C,-6,5,3,2,1,1,1,-0.9,3,-8
CCOC(=O)/C=C/COc1ccccc1[N+](=O)[O-],-10,6,-8,4,5,-5,1,0.2,-7,1
CC(=O)Nc1ccc(OCC(=O)NCc2ccc3c(c2)OCO3)cc1,8,0,3,-1,0,-2,2,-0.3,-4,0
CC(C)Cn1c(-c2ccco2)csc1=Nc1cccnc1,-7,-5,-5,-5,-5,1,-3,0.1,-4,-7
Nc1ccc(C(=O)Nc2ccccc2C(=O)O)cc1,-10,2,-2,0,1,-6,-10,0.2,-10,2
Cc1ccsc1/C=N/n1cnnc1,4,7,9,-2,-1,0,1,0.3,-3,-4
Cc1cc(C)c(S(N)(=O)=O)c(C)c1-n1cnnn1,2,5,2,-8,-2,-6,0,0.5,1,3
O=C(Nc1ccc(Cl)cc1)c1ccc(OCC2CCCO2)cc1 (stereo not given),10,-10,5,-5,3,2,-1,0.3,-1,-3
O=C(Nc1ccc2c(c1)oc1ccccc12)c1ccncc1,5,-4,-11,5,3,-31,-22,0.1,-32,2
Cc1ccc(N2CCN(S(=O)(=O)N3CCOCC3)CC2)cc1C,-13,0,3,3,2,-3,-2,0.0,2,-1
CC(Sc1nnc(C2CC2)n1C1CC1)C(=O)Nc1ccccc1C#N (stereo not given),-3,11,10,4,2,-3,-66,0.7,-4,-5
COC(=O)c1cc(C(=O)OC)[nH]n1,4,-7,3,5,0,-3,-1,0.8,-2,0
CCSC1=N/C(=C\C=C2/Oc3ccccc3N2CC)C(=O)S1,12,2,1,-6,-3,-2,0,-0.3,1,-4
CCN1CCN(C(=O)CCc2nnc(CCc3ccc(OC)cc3)o2)[C@@H](C)C1=O,9,7,4,2,4,0,-2,-0.9,-5,8
O=C(NCC(=O)N(c1cccnc1)C(C(=O)NC1CCCC1)c1cccs1)c1ccco1 (stereo not given),1,2,3,2,2,-1,3,0.1,6,-2
CC1(C)CC2CC(C)(CN2/C=N/c2sc3c(c2C#N)CC(C)(C)NC3(C)C)C1 (stereo not given),-7,2,-2,-6,0,0,5,0.2,-1,0
CCc1nnc(NS(=O)(=O)c2ccc(NC(=S)NC(=O)c3cccs3)cc2)s1,10,3,2,-4,-2,1,-2,-0.4,1,-9
COc1cccc(C(C(=O)NC2CCCC2)N(C(=O)CNC(=O)c2ccco2)c2cccnc2)c1 (stereo not given),-7,-11,0,-2,0,-2,3,1.5,3,-2
Cc1nc2scc(-c3ccccc3)c2c(=O)n1/N=C/c1ccco1,0,0,-5,-4,1,4,2,-0.5,5,-9
C/C(=N\n1cnnc1)c1ccc(C#N)cc1,3,-1,-4,7,2,-1,2,0.2,1,-8

# 4 entries from above, with bars between the fields.
Compound | ASAP1 GAP inh | ARFGAP1 inh | Tn6 DDE FP | MBD2 DNA inh | UHRF1 binding | ADAM17 inh | PLC-gamma1 inh | proKLK7 act | PLC-beta3 inh | DDE Tn7 FP inh
COC(=O)c1cc(C(=O)OC)[nH]n1 | 4 | -7 | 3 | 5 | 0 | -3 | -1 | 0.8 | -2 | 0
CCSC1=N/C(=C\C=C2/Oc3ccccc3N2CC)C(=O)S1 | 12 | 2 | 1 | -6 | -3 | -2 | 0 | -0.3 | 1 | -4
CCN1CCN(C(=O)CCc2nnc(CCc3ccc(OC)cc3)o2)[C@@H](C)C1=O | 9 | 7 | 4 | 2 | 4 | 0 | -2 | -0.9 | -5 | 8
O=C(NCC(=O)N(c1cccnc1)C(C(=O)NC1CCCC1)c1cccs1)c1ccco1 (stereo not given) | 1 | 2 | 3 | 2 | 2 | -1 | 3 | 0.1 | 6 | -2

# Structures listed so far that bear a hit mark in ADAM17 inh.
SMILES,ASAP1 GAP inh,ARFGAP1 inh,Tn6 DDE FP,MBD2 DNA inh,UHRF1 binding,ADAM17 inh,PLC-gamma1 inh,proKLK7 act,PLC-beta3 inh,DDE Tn7 FP inh
CC(C)(C)S(=O)N1Cc2cc(C(=O)NCC(F)(F)F)nc(-c3cccc(-c4cccc(F)c4)c3)c2[C@H]1CCO (stereo not given in full),15,1,6,-5,-1,10*,3,0.4,0,-1

# Continuation:
SMILES,ASAP1 GAP inh,ARFGAP1 inh,Tn6 DDE FP,MBD2 DNA inh,UHRF1 binding,ADAM17 inh,PLC-gamma1 inh,proKLK7 act,PLC-beta3 inh,DDE Tn7 FP inh
Cc1nc(NC(=S)NC(=O)c2cccs2)ccc1Br,-2,3,-1,-1,-2,-2,1,1.0,-1,1
COc1ccc(CNC(=O)CCn2cccc2)cc1,0,-2,4,0,0,-3,0,0.0,1,-6
CCOc1ccc(/C=N/NC(=O)c2ccncc2)cc1OC,-1,-6,7,-3,-1,7,-9,-0.1,-9,-3
C[C@@H]1CCCCO[C@@H](CN(C)Cc2ccc(Cl)c(Cl)c2)[C@@H](C)CN([C@H](C)CO)C(=O)c2cc(NC(=O)CCC(F)(F)F)ccc2O1,1,-2,4,-2,-1,9.2*,2,0.9,0,4
CN(Cc1ccccc1NS(=O)(=O)c1ccc(Cl)cc1)C1CCCCC1,1,17,4,-6,-1,-6,1,0.2,-9,0
CCS(=O)(=O)N1CCN=C1SCc1cccc(F)c1,-5,5,-12,9,3,-6,3,0.4,-6,3
CCOC(=O)C(C)NC(=O)Cn1ncc2c(=O)oc3ccc(C)cc3c21 (stereo not given),-4,-4,4,5,-1,-2,3,0.0,-3,6
O=C1/C(=C/c2ccncc2)SC(=S)N1C1CCS(=O)(=O)C1 (stereo not given),0,-1,10,-3,-6,2,0,-0.2,-8,-4
Cc1cc(C)c(OCC(=O)Nc2nnn(C)n2)c(Br)c1,2,8,-2,4,0,-1,4,0.2,0,-5
COc1ccc(NC(=O)C2CCN(S(=O)(=O)c3cccc4cccnc34)CC2)cc1OC,-3,-2,-4,-1,-2,-2,2,0.1,1,-1
CC1=CC(C/C(C)=C/COc2ccc3ccc(=O)oc3c2)OC1=O (stereo not given),1,-3,-1,-7,-3,-252,-118,-9.3,-159,0
CN1CCN(C(=O)CNC(=O)C23CC4CC(CC(C4)C2)C3)CC1,1,2,2,-4,0,1,2,-0.2,-1,5
COCCCn1c(SCC(=O)N2CCOCC2)nnc1-c1ccco1,-5,-8,3,-1,0,-1,-3,0.3,-4,3
CSc1ccccc1NC(=O)Cn1nnc(-c2ccc(S(C)(=O)=O)cc2)n1,2,5,9,2,3,-3,0,-0.5,-2,5
Cc1cc(NC(=O)CSc2nnc(-c3ccoc3C)o2)no1,4,1,2,-4,1,-1,8,-0.5,3,4
O=C(CN1CCN(Cc2ccccc2)CC1)N/N=C/c1ccccc1F,-17,-1,9,-1,-2,-3,-1,-0.5,-8,1
COC(=O)C1=C(C)OC(N)=C(C#N)C1c1ccc(OC)c(OC)c1OC (stereo not given),8,-7,3,-4,-2,-2,-9,-0.1,-8,-7
CCOc1cc(N2CCOCC2)c(OCC)cc1NC(=O)CN1C(=O)NC(C)(C2CC2)C1=O (stereo not given),-2,-2,-3,4,-2,0,1,0.6,-1,1
CC(=O)OC(C(=O)NCCc1ccccc1)c1cccnc1 (stereo not given),-5,10,-11,-1,3,-1,6,-0.1,-3,-1
Cc1[nH]c(=O)c(C(=O)c2ccccc2O)cc1C(=O)O,1,-12,8,1,2,-3,2,-0.5,2,0

# Complete entries from above. Order of screens: ASAP1 GAP inh, ARFGAP1 inh, Tn6 DDE FP, MBD2 DNA inh, UHRF1 binding, ADAM17 inh, PLC-gamma1 inh, proKLK7 act, PLC-beta3 inh, DDE Tn7 FP inh
# `CC(=O)OC(C(=O)NCCc1ccccc1)c1cccnc1` (stereo not given) across the screens: -5, 10, -11, -1, 3, -1, 6, -0.1, -3, -1
# `CCOc1cc(N2CCOCC2)c(OCC)cc1NC(=O)CN1C(=O)NC(C)(C2CC2)C1=O` (stereo not given) across the screens: -2, -2, -3, 4, -2, 0, 1, 0.6, -1, 1
# `Cc1[nH]c(=O)c(C(=O)c2ccccc2O)cc1C(=O)O` across the screens: 1, -12, 8, 1, 2, -3, 2, -0.5, 2, 0
